MPTP inh: mitochondrial permeability transition pore inhibitors, primary screen, biochemical, isolated mouse mitochondria, absorbance | Ca2+ swelling absorbance, 30 min | inhibition, % at 10 µM | actives 1.4% (n = 360,000) | AID 602449, 2012;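 active = inhibition of 50% or more, scaled per plate between neutral and stimulator controls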;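 also: 0% = DMSO wells given calcium and 100% = 1 mM EGTA wells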
NR3A LBD binder: binders of NR3A ligand-binding domain, primary screen, biophysical, differential scanning fluorimetry, uHTS. NR3A LBD differential scanning fluorimetry, Tm shift; 0% = protein alone, 100% = glycine-bound protein. Tm shift relative to glycine control, % at 25 µM. Glutamate receptor ionotropic, NMDA 3A (GRIN3A) ligand-binding domain. AID 1259313, 2017. actives 2.5% (n = 340,000);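 active = melting temperature shift of at least 10% of the positive control shift, at one fixed dose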
mIAP block: inhibitors of mouse IAP, primary screen, biochemical, luminescence, uHTS; actives 0.2% (n = 330,000); intestinal alkaline phosphatase [Mus musculus]; inhibition, % at 10 µM; purified mouse IAP, CDP-Star luminescence, 30 min;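 active = inhibition of at least 40% at 10 µM in the primary screen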;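 also: plate controls were DMSO with enzyme for no effect and no enzyme wells for full effect; values of inactives mirror those of a sister screen read the other way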
mIAP act: activators of mouse IAP, primary screen, biochemical, luminescence, uHTS. muIAP, CDP-Star luminescence, 30 min; active compounds read high; 1 = vehicle-only enzyme signal, 0 = enzyme-free wells. activation factor at 10 µM. actives 0.24% (n = 330,000). AID 2805, 2010;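 active = activation factor of at least 2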; also: the source names both 10 and 20 µM as test concentration; values of inactives mirror those of a sister screen read the other way
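System: mouse IAP enzyme. Reagent: CDP-Star chemiluminescent phosphatase substrate. Benchmarks: DMSO wells, no-enzyme wells. Times: 30 min enzyme-substrate-compound incubation at room temperature. Detection: luminescence from enzymatic CDP-Star hydrolysis. Doses: test compounds delivered from DMSO solution.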
A3A deaminase: APOBEC3A ssDNA deaminase inhibitors, primary screen, selectivity assay for APOBEC3G inhibitor project, biochemical, FAM/TAMRA oligo cleavage fluorescence; DNA dC->dU-editing enzyme APOBEC-3A (Homo sapiens), P31941; recombinant A3A, FAM/TAMRA ssDNA deamination fluorescence; inhibition, % at 20 µM; actives 0.41% (n = 330,000);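 active = at least 40% inhibition at 20 µM here, with at most 30% in a related deaminase screen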;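 also: plate controls were A3A with DMSO for no effect and wells lacking A3A enzyme for full effect; some results filed as inactive read as strong as hits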
Target sequence (P31941 whole entry, looked up): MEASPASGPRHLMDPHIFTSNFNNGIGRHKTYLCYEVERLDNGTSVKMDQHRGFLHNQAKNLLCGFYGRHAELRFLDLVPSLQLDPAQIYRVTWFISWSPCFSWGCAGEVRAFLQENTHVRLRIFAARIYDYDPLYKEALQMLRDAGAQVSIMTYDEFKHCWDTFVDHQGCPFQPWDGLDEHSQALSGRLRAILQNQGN
hIAP act: human IAP activators, primary screen, biochemical, luminescence, uHTS. Intestinal-type alkaline phosphatase (Homo sapiens), P09923. purified human IAP, CDP-Star luminescence, 30 min; active compounds read high; 1 = vehicle-only enzyme, 0 = enzyme-free background. activation factor at 10 µM. AID 2524, 2010. actives 0.16% (n = 330,000);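 active = activation factor of the enzyme at least 2-fold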; also: the source names both 10 and 20 µM as test concentration; values of inactives mirror those of a sister screen read the other way
Target sequence (P09923 whole entry, looked up): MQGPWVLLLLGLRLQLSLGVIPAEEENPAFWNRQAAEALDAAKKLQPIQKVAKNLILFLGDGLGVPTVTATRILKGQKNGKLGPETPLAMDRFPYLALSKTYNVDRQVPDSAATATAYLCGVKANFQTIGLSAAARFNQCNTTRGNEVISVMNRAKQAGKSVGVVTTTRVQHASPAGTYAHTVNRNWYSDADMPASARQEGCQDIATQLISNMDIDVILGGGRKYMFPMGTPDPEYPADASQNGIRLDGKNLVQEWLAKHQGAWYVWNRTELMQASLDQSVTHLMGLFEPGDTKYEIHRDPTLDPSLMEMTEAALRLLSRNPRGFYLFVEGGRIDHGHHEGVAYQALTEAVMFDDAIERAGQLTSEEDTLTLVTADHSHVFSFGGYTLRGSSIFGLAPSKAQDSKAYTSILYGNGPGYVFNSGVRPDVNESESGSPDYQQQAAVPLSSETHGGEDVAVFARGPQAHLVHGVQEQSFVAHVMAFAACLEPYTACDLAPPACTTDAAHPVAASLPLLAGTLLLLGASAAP
APOBEC3G inh: APOBEC3G DNA deaminase inhibitors, primary screen, biochemical, fluorescence, single-stranded DNA substrate, uHTS; DNA dC->dU-editing enzyme APOBEC-3G (Homo sapiens), Q9HC16; inhibition, % at 20 µM; actives 0.28% (n = 330,000); recombinant A3G, ssDNA deamination FAM/TAMRA fluorescence;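 active = inhibition of at least 40% at 20 µM, with no more than 30% in the related APOBEC3A deaminase screen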;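 also: plate controls were DMSO wells with A3G for no effect and wells lacking A3G enzyme for full effect; some compounds called inactive have numbers as strong as hits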
Target sequence (Q9HC16 whole entry, looked up): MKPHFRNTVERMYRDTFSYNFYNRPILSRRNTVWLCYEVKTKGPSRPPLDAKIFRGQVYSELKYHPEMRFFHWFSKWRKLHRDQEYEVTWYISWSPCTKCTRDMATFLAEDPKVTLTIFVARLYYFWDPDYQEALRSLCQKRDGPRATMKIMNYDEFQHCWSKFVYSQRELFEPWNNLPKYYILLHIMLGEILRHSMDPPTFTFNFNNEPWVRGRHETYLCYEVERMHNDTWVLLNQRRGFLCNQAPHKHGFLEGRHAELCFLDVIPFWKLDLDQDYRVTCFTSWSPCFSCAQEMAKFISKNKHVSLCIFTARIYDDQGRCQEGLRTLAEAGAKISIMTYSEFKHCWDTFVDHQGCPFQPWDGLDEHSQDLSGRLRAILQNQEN
MIN6 prolif: inducers of MIN6 beta-cell proliferation, primary screen, ATP luminescence, uHTS; proliferation, % at 10 µM; actives 0.29% (n = 330,000); MIN6 cells proliferation, ATPlite luminescence, 48 h; cells starved in 0.2% serum; 100% = growth in 10% serum; AID 2380, 2010;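 active = compounds whose signal lies at least 3.5 SD above the mean of all wells on their plate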;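 also: 0% = DMSO-treated cells in low-serum medium and 100% = 10% serum control; some compounds called inactive have numbers as strong as hits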
hIAP inh: human IAP inhibitors, primary screen, biochemical, luminescence, uHTS | actives 0.12% (n = 330,000) | purified IAP, CDP-Star luminescence, 30 min | Intestinal-type alkaline phosphatase (Homo sapiens), P09923 | inhibition, % at 10 µM | AID 2544, 2010;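 active = inhibition reaching a set limit with compound at 10 µM in the primary screen, cut at about 35% in these data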;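 also: plate controls were DMSO wells with enzyme for no effect and no-enzyme buffer wells for full effect; values of inactives mirror those of a sister screen read the other way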
Starred values were filed as active, the others as inactive.

nr	SMILES	MPTP inh	NR3A LBD binder	mIAP block	mIAP act	A3A deaminase	hIAP act	APOBEC3G inh	MIN6 prolif	hIAP inh
1	COc1ccc(Cn2nnnc2C(c2cc3ccc(OC)cc3[nH]c2=O)N2CCC(C)CC2)cc1 (stereo not given)	8.9	3	18	0.82	-4	1	-4	1	-4
2	CCSc1nc2c(cnn2-c2ccccc2)c(=O)n1N	1.1	-1	6	0.94	0	0.91	-4	-1	9
3	CC1CCCN(C(=O)CN2C(=O)c3ccccc3S2(=O)=O)C1 (stereo not given)	-0.4	-1	-2	1	2	1.1	-6	-2	-13
4	O=C(Nc1cc(SCC(O)CO)cc([N+](=O)[O-])c1)c1ccc(-n2cnnn2)cc1 (stereo not given)	2.0	-6	11	0.89	-1	0.84	-3	3	16
5	Cc1cc(C)n(-c2ccc(F)cc2CN2CCN(C3CCCC3)C(CCO)C2)n1 (stereo not given)	0.7	2	2	0.98	2	1.1	-1	0	-9
6	CC(C)(C)C(=O)Nc1c(Br)c(C2CC2)nn1-c1ccccc1	1.5	1	-4	1	-1	0.95	-2	-3	5
7	O=C1[C@H]2[C@H](ON3CCCC[C@H]23)C(=O)N1c1cccc(C(F)(F)F)c1	0.0	-3	0	1	2	0.96	-3	0	4
8	CC1(C)Cc2c(sc3c2c(=N)n(Cc2ccco2)c(=O)n3CC(=O)Nc2ccc(Cl)cc2)CO1	3.4	5	-18	1.2	3	1.3	0	-2	-27
9	O=C(c1cccs1)N1CCCC1	2.5	1	4	0.96	-1	0.92	-2	-3	8
10	CN(c1ccccc1C(=O)O)S(C)(=O)=O	3.2	2	6	0.94	2	0.94	1	-2	6
11	COc1ccc(S(=O)(=O)N2CCC(C(=O)N3CCN(C)CC3)CC2)cc1Cl	0.0	-2	-5	1.1	-8	1	-10	-3	-4
12	Cc1c(NC(=O)Nc2ccc3c(c2)OCO3)cccc1[N+](=O)[O-]	4.4	-2	3	0.97	-5	1.2	-9	-2	-19
13	Cc1cc(Br)ccc1NC(=O)C1C2CCC(O2)C1C(=O)O (stereo not given)	-0.9	-1	1	0.99	-5	0.93	-5	-4	7
14	O=C(Nc1ccc(N2CCCC2)cc1)c1cccc(Cl)c1Cl	1.0	0	6	0.94	-7	0.95	-2	-1	5
15	CCSCCOC(=O)C1=C(C)NC(=O)NC1c1cc(OC)ccc1OC (stereo not given)	1.2	-1	-14	1.1	-5	1.1	-9	0	-8
16	CCOC(=O)COc1nc(-c2ccco2)cc(-c2ccco2)c1C#N	1.3	1	3	0.97	7	0.93	3	0	7
17	Cc1c(C(=O)/C=C/N(C)C)nnn1-c1ccc(Cl)c(Cl)c1	2.2	1	-5	1	0	1	-1	-1	-3
18	CNCCOCC(O)CSc1ccccc1 (stereo not given)	-3.9	2	-4	1	1	1.1	2	0	-7
19	Cc1ccc(C)c(CN2CCN(c3ncccn3)CC2)c1	0.8	1	-6	1.1	-3	0.96	-8	-1	4
20	Cc1onc(-c2ccccc2Cl)c1C(=O)OCC(=O)c1ccc2c(c1)OCCO2	2.5	12*	0	1	-3	0.79	-3	1	21

Reprinted at random: two compounds from above
nr	SMILES	MPTP inh	NR3A LBD binder	mIAP block	mIAP act	A3A deaminase	hIAP act	APOBEC3G inh	MIN6 prolif	hIAP inh
7	O=C1[C@H]2[C@H](ON3CCCC[C@H]23)C(=O)N1c1cccc(C(F)(F)F)c1	0.0	-3	0	1	2	0.96	-3	0	4
15	CCSCCOC(=O)C1=C(C)NC(=O)NC1c1cc(OC)ccc1OC (stereo not given)	1.2	-1	-14	1.1	-5	1.1	-9	0	-8

(further entries)
nr	SMILES	MPTP inh	NR3A LBD binder	mIAP block	mIAP act	A3A deaminase	hIAP act	APOBEC3G inh	MIN6 prolif	hIAP inh
21	CCOc1cc(N2CCOCC2)c(OCC)cc1NC(=O)CSc1nccc(C)n1	4.3	0	1	0.99	-2	1	-3	-2	-1
22	CC(C)[C@H](CN1CCC[C@H]1CN1C(N)=NC[C@@H]1Cc1ccccc1)N1C[C@@H](Cc2ccccc2)N(CCc2ccc(Cl)c(Cl)c2)C1=N	7.1	-4	-20	1.2	-3	1	-3	-6	-2
23	COc1ccc2c(CC(=O)OCC(=O)c3ccccc3OC)coc2c1	-0.1	-1	4	0.96	-2	1.1	1	2	-11
24	CCOCCCNC(=O)C1CCCCN1S(=O)(=O)c1ccc(F)cc1 (stereo not given)	0.4	-2	-3	1	1	1	-3	-4	0
25	O=C(/C=C/c1c(F)cccc1Cl)Nc1nn[nH]n1	0.8	-3	10	0.9	0	0.83	-3	0	17
26	O=S(=O)(CCSc1ccccn1)c1nc2ccccc2s1	-1.2	-3	0	1	8	0.83	4	-7	17
27	O=c1cc(N2CCC(Cc3ccccc3)CC2)[nH]c(=O)n1C1CCCCC1	3.6	2	8	0.92	-15	1.2	-6	-5	-25
28	O=[N+]([O-])c1ccc(CSc2nnc(-c3cnccn3)o2)cc1	0.3	-2	-10	1.1	2	1.1	1	-1	-10
29	Cc1cccc(NC(=O)CSc2nc3c(c(=O)[nH]2)CCC3)c1C	0.2	0	2	0.98	2	1.1	0	0	-5
30	Cc1ccc(NC(=S)N/N=C/c2cccn2Cc2ccccc2F)cc1	4.7	-6	10	0.9	-2	1.1	5	-3	-12
31	Cc1ccc(C(=O)C2=C(O)C(=O)N(CCCN(C)C)C23C(=O)N(C)c2ccccc23)o1 (stereo not given)	-1.9	0	5	0.95	-3	1.2	-9	4	-23
32	O=C(Nc1cccc(F)c1)c1ccc(Cn2cc([N+](=O)[O-])cn2)o1	1.2	-1	16	0.84	2	1	1	-2	0
33	Cc1ccc(-c2nnc(-c3cccnc3)o2)cc1	0.5	0	1	0.99	-2	0.96	-7	-3	4
34	COc1ccc(NC(=O)c2cc3cc(C)ccc3n2C)c(OC)c1	0.5	1	-2	1	-1	0.91	-3	-4	10
35	CC(=O)N1CCN(CCN=CC2=C(O)CC(c3cccs3)CC2=O)CC1 (stereo not given)	-0.5	0	-1	1	-1	1	-5	1	-3
36	CN(CC(=O)Nc1ccccc1Cl)C(=O)COC(=O)CN1C(=O)NC2(CCCC2)C1=O	-0.2	0	-10	1.1	1	1	1	-1	-3
37	Clc1ccc(CSc2nnc3c(n2)[nH]c2ccccc23)cc1	-0.4	-19	13	0.87	-2	0.99	2	-3	1
38	COc1ccc(C(=O)N2CCN(C(=O)C3COc4ccccc4O3)CC2)cc1OC (stereo not given)	-1.7	0	1	0.99	5	0.92	2	0	8
39	CCCC(c1c(C)n(C)n(-c2ccccc2)c1=O)c1c(C)n(C)n(-c2ccccc2)c1=O	-4.9	2	-10	1.1	-1	1.1	-3	0	-8
40	COc1cc(NC(=S)Nc2ncccc2C)cc(OC)c1OC	1.4	-1	-1	1	4	1.1	-6	-1	-12
41	CC(C)CC1C(C#N)=C(N)Oc2n[nH]c(-c3cccs3)c21 (stereo not given)	16	-18	-2	1	1	0.89	-3	-2	11
42	CCc1cc(C(=O)NCC2CCCO2)sc1C (stereo not given)	0.6	-1	1	0.99	1	1.1	-1	-4	-14
43	O=C(COc1ccc(Cl)cc1)N1CCN(C(=O)c2cccs2)CC1	-0.8	1	-2	1	2	1.1	-4	0	-5
44	CN1CCC(N2CCCC(C(=O)O)C2)CC1 (stereo not given)	-0.5	1	1	0.99	0	1.1	-1	-2	-8
45	CCCc1cc(=O)n2[nH]c(C)c(-c3ccccc3)c2n1	-5.0	1	0	1	-1	1	-9	-2	-4
46	CC1(C)CC(=O)C(N=Nc2cc(Cl)c(Cl)c(Cl)c2)=C(O)C1	0.5	3	-4	1	1	0.94	-1	0	6
47	Cc1ccc(CNC(=O)C(C)C2Sc3ccccc3NC2=O)cc1 (stereo not given)	1.5	-3	0	1	2	0.91	-3	4	9
48	O=C(O)C=C1C2CC3CC(C2)CC1C3	-0.4	0	0	1	2	0.89	-5	-2	12
49	CC1(c2ccccc2)CC(C)(C)N(C(=O)CSc2nnc(N)s2)c2ccccc21 (stereo not given)	-17	-3	-1	1	-2	1.1	-7	0	-8
50	CS(=O)(=O)N(Cc1ccco1)CC(O)Cn1cc(C=O)c2ccccc21 (stereo not given)	-1.7	-2	-3	1	-3	1.1	-2	0	-6
51	OCCN1CCN(CC/C=C2/c3ccccc3CSc3ccccc32)CC1	-1.7	-1	-2	1	2	1.1	3	-4	-6
52	COc1ccc(N=C(C)C2=C(O)CSC2=O)cc1	-0.5	-1	8	0.92	0	1.1	7	0	-14
53	Cn1nc(Oc2nc(N3CCOCC3)nc(N3CCOCC3)n2)ccc1=O	-0.9	2	6	0.94	-2	0.91	-5	6	9
54	Cc1csc(SCC(=O)Nc2ccc3c(c2)OCCO3)n1	7.8	1	-2	1	3	1.1	-2	-2	-8
55	O=C(O)COc1ccc(/C=N/NC(=O)COc2nsnc2N2CCOCC2)cc1	0.3	0	1	0.99	-2	1.1	-1	1	-7
56	Cc1ncc(CN2CCCC(C(=O)Nc3ccc(-c4ccco4)cc3)C2)cn1 (stereo not given)	-1.5	1	3	0.97	-4	1.2	-4	0	-22
57	CN(CC(=O)Nc1cccc(S(=O)(=O)N(C)C)c1)Cc1ccccc1	-0.5	-1	-10	1.1	1	1.1	1	-1	-10
58	O=C(COc1ccccc1[N+](=O)[O-])Nc1ccccc1N1CCCCC1	-0.1	-21	12	0.88	-2	1.3	-6	-6	-30
59	COc1ccc(CCC(C)NCc2cc(OC)cc(OC)c2)cc1 (stereo not given)	1.4	-3	6	0.94	-1	1.3	-2	0	-30
60	CC1(C)C(=O)NCCN1C(=O)CCC(=O)O	-1.5	-1	-5	1.1	-2	1	-2	-2	-3
61	CC(C)(C)c1ccc(/C=C/C(=O)Nc2ccncc2)cc1	98*	-12	10	0.9	1	0.95	0	-3	5
62	CCc1nnc(NS(=O)(=O)c2ccc(N3C(=O)c4ccc(C(=O)O)cc4C3=O)cc2)s1	2.3	-1	-5	1.1	1	0.95	-2	1	5
63	COC(CNC(=O)c1ccc2c(c1)ncn2-c1ccc(F)c(F)c1)OC	-0.1	-2	-6	1.1	0	0.95	0	1	5
64	CS(=O)(=O)Nc1ccccc1C(=O)Nc1ccccc1C(=O)N1CCCC1	-0.8	1	4	0.96	0	1.2	-4	1	-19
65	CC(=O)c1cn(CCC(C)C)c(=O)[nH]c1=O	-1.7	-1	3	0.97	-3	0.92	-9	-1	8
66	COCCn1c(SCC(=O)N2CCOCC2)nc2ccccc2c1=O	0.1	-1	6	0.94	-2	1	3	1	-4
67	COCCNC(=O)C(c1ccc(C)o1)N(Cc1cccs1)C(=O)c1snc(C(N)=O)c1N (stereo not given)	-0.9	-5	-13	1.1	3	1.1	11	-3	-11
68	CC(C)(C)c1cc(N)on1	-0.7	8	-10	1.1	-1	1	-3	0	-1
69	Cc1ccc(S(=O)(=O)N(CC(=O)NC2CCCC2)c2cccc(C)c2)cc1	3.8	0	-6	1.1	-2	1	-5	0	-4

Source: PubChem
